# Assay outcomes: PubChem BioAssay, Broad Institute
# LGR2 antag = inhibitors of bursicon-induced LGR2 CRE-luciferase signal, primary screen, cell-based, HEK293, CRE-luciferase reporter, bursicon stimulation | hit rate 0.35% among 380,000 | AID 720647, 2013 | inhibition, % at 9.99 µM | bursicon-stimulated, 4 h | Drosophila bursicon receptor LGR2 (rickets);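 active = drop in luminescence signal, shown as inhibition above about 50% in the replicate tests, limit read from the data, passing the limit was not always enough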;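 note: agonist challenge used bursicon conditioned medium at about half maximal strength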
# S100A4 MyoIIA = inhibitors of S100A4-myosin IIA peptide binding, primary screen, biochemical, fluorescence polarization, TAMRA-MyoIIA peptide; Protein S100-A4 (Homo sapiens), P26447; AID 652163, 2013; inhibition, % at 10.7 µM; hit rate 0.14% among 360,000;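 active = mean inhibition of at least 70% across replicates, with every replicate also reaching that level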
# Target sequence (P26447 whole entry, looked up): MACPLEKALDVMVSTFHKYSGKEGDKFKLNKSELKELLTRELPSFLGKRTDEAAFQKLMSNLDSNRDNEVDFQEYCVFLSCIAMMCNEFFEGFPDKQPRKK
#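 Test system: S100A4 monomer protein. Medium: HEPES buffer with Ca2+, pH 7.2. Reagent: fluorescent myosin IIA peptide, 5 nM. Compound dosing: single-point compound testing. Timing: 5 min between mix addition and reading. Benchmarks: DMSO neutral and TFP positive wells.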
# Xi reactivation = activators of inactive X chromosome reactivation, primary screen, imaging, XiGFP fibroblasts, GFP high-content imaging, set 2 | XiGFP mouse fibroblasts, % GFP-positive cells imaging, 3 d; cells co-treated with 5-aza-dC sensitizer; scaled so ellipticine positive control = 100% | activation, % at 7.58 µM | hit rate 0.055% among 360,000 | AID 743238, 2013;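 active = mean normalized replicate activation at least 10% and every replicate at or above 10%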;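 note: 0% = median of on-plate neutral control wells and 100% = ellipticine 6 µM median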
#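 material = 68-5-11 XiGFP fibroblast line | medium = DMEM plus 5-aza-dC sensitizer | schedule = 3 days compound exposure | benchmarks = positive control ellipticine, 6 µM final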
# Cneo AK release = Cryptococcus neoformans cell lysis inducers, primary screen, AK release luminescence, single concentration | C. neoformans lysis, adenylate kinase release luminescence, 4 h; normalised: neutral wells 0, clomiphene wells 100 | lysis activity, % at 15 µM | hit rate 0.2% among 360,000;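 active = mean lysis activity across replicates of at least 80%, whatever share of replicates individually reach that level; inactive = mean lysis activity below 80%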
#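 Test system: log-phase Cryptococcus neoformans yeast cells. Input: 5 × 10^6 yeast cells/mL. Medium: fresh YPD growth medium. Doses: single dose. Incubation: static 4 h at 37 °C with compound, 1 h detection. Measured by: luminescent adenylate kinase detection reagent. Read-out: signal increase indicating cell lysis. Benchmarks: Clomiphene.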
# ERAP1 inh = human ERAP1 aminopeptidase inhibitors, primary screen, biochemical, single point, plate reader; Endoplasmic reticulum aminopeptidase 1 (Homo sapiens), Q9NZ08; recombinant ERAP1, Leu-AMC fluorescence, 60 min; inhibition, % at 10.7 µM; hit rate 0.15% among 340,000;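 active = mean replicate inhibition of at least 30%, or all replicates individually reaching that 30% level; inactive = mean below 30% and not every replicate reaching it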;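 note: 0% = neutral control wells and 100% = L-leucinethiol positive control wells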
# Statin myotox sup = suppressors of statin myotoxicity in C2C12 myotubes, primary screen, cell-based, single point, plate reader | C2C12 myotubes + simvastatin, ATP luminescence, 48 h; scaled: DMSO 0, geranylgeraniol control 100 | AID 602340, 2012 | rescue of ATP level, % at 7.49 µM | hit rate 0.78% among 330,000;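 active = mean ATP rescue above about 67%, or every replicate alone reaching that limit, limit read from the data, passing the limit was not always enough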;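 note: myotubes were challenged with 10 µM simvastatin during compound exposure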
# SIRT5 inh = SIRT5 desuccinylase inhibitors, primary screen, biochemical, fluorescence imaging, single point, set 5; hit rate 1.1% among 330,000; inhibition, % at 15 µM; Purified SirT5, succinyl-peptide AMC, trypsin-coupled fluorescence; AID 652115, 2013; in the data active = inhibition above about 15%
# Target sequence (Q9NXA8 whole entry, looked up): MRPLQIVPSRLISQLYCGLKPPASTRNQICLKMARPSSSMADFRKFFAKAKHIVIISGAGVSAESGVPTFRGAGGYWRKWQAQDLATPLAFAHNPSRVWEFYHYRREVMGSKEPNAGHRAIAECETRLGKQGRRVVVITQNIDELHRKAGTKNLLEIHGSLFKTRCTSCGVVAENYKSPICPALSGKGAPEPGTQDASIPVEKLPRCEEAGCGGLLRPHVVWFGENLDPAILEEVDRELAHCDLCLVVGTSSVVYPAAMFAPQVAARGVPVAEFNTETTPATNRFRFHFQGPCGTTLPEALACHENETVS
# PGC1a acetyl inh = inhibitors of PGC1a acetylation signal, primary screen, cell-based, U2OS, AlphaScreen, inhibitor mode. AID 651687, 2012. inhibition, % at 15.6 µM. hit rate 0.17% among 350,000. AlphaScreen anti-acetyl-lysine; with virally co-expressed GCN5 acetyltransferase;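 active = every replicate shows inhibition of at least 40%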;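 note: 0% = neutral control wells and 100% = positive control wells; some results beyond the cut were filed as inactive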
# * = called active by the depositor; . = not tested or not shown. An excerpt; the hit share may differ from the screen's.
SMILES,LGR2 antag,S100A4 MyoIIA,Xi reactivation,Cneo AK release,ERAP1 inh,Statin myotox sup,SIRT5 inh,PGC1a acetyl inh
C[C@H]1CN([C@@H](C)CO)C(=O)c2cc(NC(=O)CCC(F)(F)F)ccc2O[C@H]1CN(C)S(=O)(=O)c1ccc(Cl)cc1,-3,-5,-0.8,0,-1,-9,-3,3
CC(C)(C)CN1CCNC(=O)C1CC(=O)NCc1cccc(-n2cccn2)c1 (configuration not stated),-9,-1,0.0,-4,2,1,-1,9
C[C@H](CO)N1C[C@H](C)[C@@H](CN(C)Cc2ccc(C(=O)O)cc2)Oc2ccc(NC(=O)C3CC3)cc2CC1=O,5,16,1.0,3,-1,4,7,12
COc1cccc(-c2oc3c(c2-c2ccc(Br)nc2)C(O)CCC3)c1 (configuration not stated),-17,7,-0.1,.,-1,.,-4,.
CC1(C(=O)O)CCCN1C(=O)c1cccc(C(F)(F)F)c1 (configuration not stated),-4,0,-0.1,3,1,3,4,-9
S=C(NCC1CCCO1)N1CCN(c2nc(-c3ccccc3)cs2)CC1 (configuration not stated),8,22,0.0,6,-2,-6,1,4
Cn1c(CC(=O)Nc2ccccc2F)nnc1SCC(=O)NC1CCCCC1,-14,-3,0.0,6,1,10,-2,.
CCc1c(C)sc(NC(=O)c2cc(-c3ccc(O)cc3)on2)c1C#N,.,-4,0.0,-1,1,-5,-2,-12
O=C(Nc1ccccc1)[C@H]1[C@H](CO)[C@H]2Cn3c(cccc3=O)[C@H]2N1C(=O)C1CC1,6,6,0.0,2,-3,36,6,.
CCC(=O)c1ccc(OCC(=O)OCC(=O)Nc2cccc(S(=O)(=O)N3CCOCC3)c2)cc1,-10,-3,-0.1,-6,0,3,2,.
COc1ccc(S(=O)(=O)N[C@H]2C=C[C@@H](CC(=O)N3CCN(c4ccccc4)CC3)O[C@H]2CO)cc1,-5,-10,0.0,1,1,-1,5,-12
Nc1ccccc1-c1nnc(SCC(=O)Nc2ccccc2OC(F)F)[nH]c1=O,-36,3,0.3,-1,5,3,.,-10
Cc1cc(SCC(=O)NCC(c2cccs2)N2CCOCC2)c(C)cc1Br (configuration not stated),5,-2,-0.1,-2,-1,-3,9,-8
Cc1ccc(S(=O)(=O)NCCC(=O)NCc2ccccn2)cc1,12,11,0.3,.,-2,.,-3,9
N=c1ccn(Cc2cccc(F)c2)cc1,5,-7,1.3,-1,1,.,-1,3
Cc1ccc(/C=C(\C#N)C(=O)Nc2ccccn2)o1,-47,2,0.0,0,1,-6,3,-5
COC(=O)[C@@]12C[C@@H](CC(=O)N3CCSCC3)C(=O)N(CCc3ccc(OC)c(OC)c3)C1=CCC(C)(C)C2,-8,5,0.0,.,-2,.,.,.
CC(C(=O)Nc1ccccc1)N(C)CCOc1ccccc1 (configuration not stated),0,-7,0.5,-1,-2,22,-1,.
COc1cc(NC(=S)N2CCCC(CO)C2)cc(OC)c1 (configuration not stated),-22,6,0.0,-1,6,-3,-1,-3
CCOC(=O)CSc1nnc(Cn2nnc3ccccc32)n1-c1ccc(F)cc1,6,2,0.0,-1,-4,5,-1,2
CCOc1ncccc1C(=O)OCC(=O)Nc1ccc(C)c(S(=O)(=O)N2CCOCC2)c1,3,-9,0.0,.,20,.,-3,.
CCN(C[C@H]1N[C@@](C)(C(=O)OC)[C@H]2C(=O)N(Cc3ccccc3)C(=O)[C@@H]12)C(=O)c1ccccc1,12,-3,-0.1,-1,.,7,-2,.
O=C(Nc1cccnc1Cl)c1cccc(S(=O)(=O)N2CCOCC2)c1,5,-1,-0.1,2,1,7,2,.
Cc1ccc(OCC(O)CN2CCOCC2)c(C)c1 (configuration not stated),5,-3,0.0,0,0,15,1,6
COc1ccc(C2N(c3cc(Cl)ccc3OC)C(=O)C3CCCN32)cc1OC (configuration not stated),-5,-24,0.2,-3,-1,13,.,.
COC(=O)COc1ccc(-n2cnnn2)cc1,3,9,0.3,4,2,-1,9,-8
CS(=O)(=O)N1CCCCN2[C@H](C1)[C@H](c1ccc(-c3cccc(C#N)c3)cc1)[C@@H]2CO,1,.,0.1,0,.,15,.,3
O=C(C[C@H]1C=C[C@@H](NC(=O)C2CCOCC2)[C@@H](CO)O1)Nc1ccc(-c2ccccc2)cc1,3,5,0.1,-10,-4,7,-2,-4
Cc1ccc2ccccc2c1NC(=O)CNCc1ccccc1,-25,-1,0.3,0,0,7,.,-1
CC(=O)c1ccc(NC(=O)C2CCCN(c3ncnc4c3nc3n4CCCCC3)C2)cc1 (configuration not stated),13,2,0.1,-1,2,3,-3,-14
Cc1ccc(S(=O)(=O)N(C)C[C@@H]2Oc3ccc(NC(=O)c4ccncc4)cc3CC(=O)N([C@H](C)CO)C[C@@H]2C)cc1,-13,5,-0.1,1,0,-26,5,0
CC(=O)c1ccc2c(c1)C1C=CCC1C(C(=O)O)N2 (configuration not stated),-11,-5,0.0,.,5,.,32*,2
N#Cc1nc(Cc2ccccc2)oc1N1CCCC1,-31,-3,0.0,.,-3,.,-7,.
CCOc1ccc(CCNC(=O)c2cc(C)nc3ccccc23)cc1OCC,0,-3,-0.1,6,-2,15,0,1
COc1ccc(C(=O)NCCN2CCCC2)cc1[N+](=O)[O-],9,-1,0.1,2,-2,3,2,2
C/C=C/c1ccc([C@@H]2[C@H](CO)N[C@H]2CN(C(=O)c2ccccc2F)C(C)C)cc1,1,.,0.0,5,.,-17,-3,-1
Cc1ccc(CSCCNC(=O)c2cccc([N+](=O)[O-])c2)cc1,-4,3,0.4,.,2,.,-4,.
CO[C@H](CN(C)C(=O)C1CC1)[C@H](C)CN(C(=O)Nc1ccc(C(F)(F)F)cc1)[C@@H](C)CO,14,0,0.1,0,-6,-6,.,-3
COc1cccc(NC2=CC(=O)CC(C)(C)C2)c1,-7,2,.,-3,-7,18,-7,-3
Cc1ccc2c(c1)N(Cc1cccc(C#N)c1)C=NS2(=O)=O,-7,0,0.1,1,-7,-6,-1,-8

# Grouped by structure: the compounds so far containing a Cl atom (three)
SMILES,LGR2 antag,S100A4 MyoIIA,Xi reactivation,Cneo AK release,ERAP1 inh,Statin myotox sup,SIRT5 inh,PGC1a acetyl inh
C[C@H]1CN([C@@H](C)CO)C(=O)c2cc(NC(=O)CCC(F)(F)F)ccc2O[C@H]1CN(C)S(=O)(=O)c1ccc(Cl)cc1,-3,-5,-0.8,0,-1,-9,-3,3
O=C(Nc1cccnc1Cl)c1cccc(S(=O)(=O)N2CCOCC2)c1,5,-1,-0.1,2,1,7,2,.
COc1ccc(C2N(c3cc(Cl)ccc3OC)C(=O)C3CCCN32)cc1OC (configuration not stated),-5,-24,0.2,-3,-1,13,.,.

# New compounds follow
SMILES,LGR2 antag,S100A4 MyoIIA,Xi reactivation,Cneo AK release,ERAP1 inh,Statin myotox sup,SIRT5 inh,PGC1a acetyl inh
Cc1cc(-c2csc(N)n2)c(C)n1-c1ccc(Cl)c(Cl)c1,17,19,-0.1,.,-1,.,-3,.
C[C@H]1CN([C@@H](C)CO)C(=O)c2cccc(NC(=O)Nc3ccc(C(F)(F)F)cc3)c2O[C@H]1CN(C)C(=O)Nc1ccccc1,13,23,0.0,-24,3,-3,4,15
COc1ccc(NC(=O)CSCC(=O)NCc2cccc(C(F)(F)F)c2)cc1,2,1,0.0,-1,1,11,-1,0
O=C(NCc1ccco1)/C(=C/c1ccc(Cl)cc1)NC(=O)c1ccco1,15,5,0.2,-2,2,-7,3,.
C[C@H](CO)N1C[C@H](C)[C@@H](CN(C)C(=O)Nc2cccc3ccccc23)Oc2ccc(NC(=O)C3CC3)cc2C1=O,-1,-16,-1.0,4,-2,-9,1,3
COc1ccc(CNC(=O)C2CCC(=O)N2C(C)C)c(OC)c1 (configuration not stated),-15,4,-0.1,.,0,.,0,14
NC(=O)Nc1cc(Cl)ccc1Cl,-1,-2,0.0,.,-2,1,-2,11
CCCN(C)C[C@H]1Oc2cc(-c3ccc(C)cc3)ccc2S(=O)(=O)N([C@@H](C)CO)C[C@H]1C,-15,-4,-0.7,0,1,-8,0,-35
CN1C(=O)CSc2ccc(NC(=O)NCc3cccnc3)cc21,15,-13,.,9,-6,-1,-7,-15
Cc1noc(C)c1S(=O)(=O)N(C)C[C@@H]1Oc2c(NC(=O)c3nc4ccccc4s3)cccc2C(=O)N([C@@H](C)CO)C[C@@H]1C,2,8,-0.9,3,-1,-8,4,1
CCC(=O)N(C)C[C@@H]1Oc2ncc(C#C[C@H](C)O)cc2C(=O)N([C@@H](C)CO)C[C@@H]1C,-6,-5,-0.9,-3,2,19,2,8
Cc1cc(=O)oc2cc(OCC(=O)N3CCN(C(=O)C4COc5ccccc5O4)CC3)c(Cl)cc12 (configuration not stated),8,-7,0.0,-1,1,-18,0,-1
CC(Nc1nc(-c2ccc(F)cc2)cs1)c1nc2cc(Cl)c(Cl)cc2n1CCCO (configuration not stated),-25,-2,0.0,-2,0,-110,.,-8
Cc1ccc(OCC(=O)Nc2cc(C(C)(C)C)on2)cc1C,-52,-2,0.0,4,5,.,0,2
c1ccc(-c2csc3nnc(SCc4ccc5c(c4)OCO5)n23)cc1,18,3,0.4,0,0,40,4,-7
COc1cc(C=c2c3ccccc3n3c2cc(-c2ccccc2)[n+]3C)cc(OC)c1OC,7,-72,0.3,.,7,.,0,.
C/C(=N/NC(=O)c1ccc(C(C)(C)C)cc1)c1cccnc1,10,0,-0.2,-4,-3,-12,-2,-1
C[C@@H]1CN([C@@H](C)CO)C(=O)c2cc(C3=CCCCC3)cnc2O[C@H]1CN(C)C(=O)Cc1ccccc1,8,6,-0.1,-1,-3,25,5,3
CC(=O)Nc1ccc(SC[C@H](C)CN2CC[C@H](O)CCC2=O)cc1,-14,-19,-0.2,-1,5,-5,-16,-2
COc1ccc(N(C(=O)c2ccco2)C(C(=O)NC2CCCC2)c2cc(OC)c(OC)c(OC)c2)cc1 (configuration not stated),6,1,0.1,-1,2,7,-3,-5
O=C(c1ccc(S(=O)(=O)N2CCCCCC2)cc1)N1CCN(c2ccccc2)CC1,6,-3,0.3,6,-1,-6,0,.
CC(C)NC(=O)C1(C)CCN1Cc1cccc(C#N)c1 (configuration not stated),11,1,-0.1,8,0,6,.,.
CC1C(=O)N2CCCc3cc(S(=O)(=O)Nc4ccccc4F)cc1c32 (configuration not stated),20,-2,0.1,0,4,1,0,-4

# Some of the entries so far, field by field:
C[C@H]1CN([C@@H](C)CO)C(=O)c2cccc(NC(=O)Nc3ccc(C(F)(F)F)cc3)c2O[C@H]1CN(C)C(=O)Nc1ccccc1
- LGR2 antag: 13
- S100A4 MyoIIA: 23
- Xi reactivation: 0.0
- Cneo AK release: -24
- ERAP1 inh: 3
- Statin myotox sup: -3
- SIRT5 inh: 4
- PGC1a acetyl inh: 15

COc1ccc(NC(=O)CSCC(=O)NCc2cccc(C(F)(F)F)c2)cc1
- LGR2 antag: 2
- S100A4 MyoIIA: 1
- Xi reactivation: 0.0
- Cneo AK release: -1
- ERAP1 inh: 1
- Statin myotox sup: 11
- SIRT5 inh: -1
- PGC1a acetyl inh: 0
